Source: PubChem BioAssay (NCI)
Growth percent in the NCI-60 one-dose screen (48 h, 10 µM unless noted): 100 = growth as untreated, 0 = no growth, -100 = all killed.
SF-539 = SF-539 CNS cancer. actives 6.8% (n = 81,000). AID 1794752
SF-295 = SF-295 CNS cancer cells. actives 5.6% (n = 79,000)
SF-268 = SF-268 CNS cancer cells | actives 3.1% (n = 82,000) | AID 1794759
HCC-2998 = HCC-2998 colon cancer. actives 4.7% (n = 79,000). AID 1794799
SNB-75 = SNB-75 CNS cancer | actives 5% (n = 79,000) | AID 1794750
PC-3 = PC-3 prostate cancer cells. actives 3.9% (n = 80,000)
SNB-19 = SNB-19 CNS cancer cells. actives 2.5% (n = 81,000). AID 1794751
U251 = U251 CNS tumor cells | AID 1794753 | actives 5.4% (n = 80,000)
Numbers without * were called inactive; . = no result given; & = joins results of further samples; [ ] = dose if it differs, or a comment. Rule for the calls: active = growth percent below 10; inactive = the rest. Not a hit list, and some 10% of all compounds hit somewhere here.

Molecule,SF-539,SF-295,SF-268,HCC-2998,SNB-75,PC-3,SNB-19,U251
C=CCOc1c(C)cc(C)cc1C,101,104,103,104,101,95,102,96
Cc1ccc(/C=C2\Oc3cc(OCC(=O)c4ccc(Cl)cc4)ccc3C2=O)cc1,103,114,119,93,103,428,.,98
[O-][n+]1onc(-c2ccccc2)c1-c1nnc(-c2ccccn2)c(-c2ccccn2)n1,110,113,96,128,102,99,106,102
N/C(=C\C(=O)n1nc(-c2ccccc2)cc1N)c1ccccc1,59,44,64,44,30,23,67,37
O=S(=O)(NCCNc1cc(-c2cn(-c3ccccc3)nc2-c2cccc(O)c2)ccn1)c1ccc(Br)cc1,46,7.3*,36,-62*,44,16,41,22
C[C@]12CC[C@@H]3c4ccc(O)cc4CC[C@H]3[C@@H]1CC[C@@H]2NS(=O)(=O)c1ccc(C(F)(F)F)cc1,78,31,57,60,62,24,97,.
O=C1/C(=C/c2cccc(OCCCc3ccccc3)c2)Oc2cc(OCCN3CCCCC3)ccc21,80,94,76,96,82,66,90,72
O=C(c1cc2cccnc2n1-c1ccc(Cl)c(Cl)c1)N1CC(C(F)(F)F)C1,98,87,85,87,69,75,92,87
O=C1NC(=O)C(c2ccccc2)=C1Nc1ccc(C(=O)Nc2ccc(Cl)cc2)cc1,87,76,75,79,88,60,81,68
NS(=O)(=O)c1ccc(Nc2nc(N/N=C/c3ccc(N4CCOCC4)cc3)nc(Nc3ccccc3)n2)cc1,65,91,97,99,91,86,87,75
Oc1cccc(-c2nc(-c3nnc(Nc4ccccc4)o3)cc3c2[nH]c2ccccc23)c1,82,84,69,69,90,60,90,75
CCc1ccccc1O,102,112,95,104,95,92,107,101
O=C(/C=C/c1cn(-c2ccccc2)nc1-c1ccccc1)NNC(=O)Nc1ccc(Cl)cc1,102,98,107,110,96,94,94,97
CC(=O)Nc1ccc(F)c(Cl)c1F,100,105,101,102,92,98,101,99
C/C=C/CNc1ccccc1,102,109,113,99,100,96,114,100
N#Cc1cccc(OCc2nc(N)nc(N)c2-c2ccc(Cl)c(Cl)c2)c1,23,-7.0*,28,30,52,27,47,22

Results in SF-539 and SNB-19, for some of the entries so far:
Molecule	SF-539	SNB-19
CCc1ccccc1O	102	107
O=C(/C=C/c1cn(-c2ccccc2)nc1-c1ccccc1)NNC(=O)Nc1ccc(Cl)cc1	102	94

More entries:
Molecule,SF-539,SF-295,SF-268,HCC-2998,SNB-75,PC-3,SNB-19,U251
COc1cc(/C=C2\SC(=S)N(NC(=O)C(C)c3ccc(CC(C)C)cc3)C2=O)cc(OC)c1OC (stereo not drawn),105,98,92,103,99,66,92,91
O=C(O)/C(=C\c1ccccc1[N+](=O)[O-])c1ccccc1,97,96,106,112,89,96,100,95
OCCn1ccc2nc(Cl)nc(Cl)c21,95,103,99,103,96,.,100,97
CC(=O)c1ccc(N=NC2C(=O)N(c3ccccc3)N=C2C)cc1 (stereo not drawn),.,85,103,97,91,88,105,100
O=[N+]([O-])c1cc(C(F)(F)F)ccc1Cl,100,111,117,85,.,96,106,102
CC(=O)Nc1ccc2cnn(C(C)=O)c2c1,104,102,108,98,89,97,97,97
CCN(CC)CCOc1ccc(C(=C(C)c2ccc(Cl)cc2)c2ccc(OCCN(CC)CC)cc2)cc1,-93*,-78*,-38*,-91*,-93*,-59*,-82*,-82*
CC1(C)CC[C@]2(C(=O)NCC#CCN3CCOCC3)CC[C@]3(C)C(=CC[C@@H]4[C@@]5(C)Cc6c([nH]c7ccccc67)C(C)(C)[C@@H]5CC[C@]43C)[C@@H]2C1,107,80,88,105,98,59,93,88
Nc1ccccc1Cn1c(=O)[nH]c2cnc(Nc3ccc(OCCN4CCCCC4)cc3)nc21,91,102,94,109,58,84,109,94
O=C(NCc1cccnc1)Nc1cccc2c(NC(=O)NCc3cccnc3)cccc12,92,109,100,115,87,95,97,109
CC1Nc2cccc3cccc(c23)NC1=O (stereo not drawn),95,116,112,110,85,.,102,91
O=c1c2cc(F)ccc2oc2c(NCCNCCO)nc3ccccc3c12,46,64,47,57,50,39,45,36
C=CCn1c(SCC(=O)Nc2ccc(C(=O)/C=C/c3ccc(OC)cc3)cc2)nnc1-c1ccccc1,98,90,81,102,71,67,84,98
O=C(c1ccc(Cl)cc1)N1CCN(c2ccnc3cc(Cl)ccc23)CC1,100,96,100,108,110,80,84,79
Cc1cccc(Cl)c1NC(=O)SC(C)C,96[100 µM],101[100 µM],97[100 µM],105[100 µM],78[100 µM],100[100 µM],99[100 µM],102[100 µM]
CC(C)(C)OC(=O)N1CCc2c(sc3ncnc(N/N=C/c4ccc(Br)cc4)c23)C1,61,49,82,72,62,44,69,67
CC(C)CC(NC(=O)C(C)N)C(=O)OC(C)(C)C (stereo not drawn),101,104,102,115,95,92,103,102
C=CCn1c(C)nc2ccc(Nc3nc(N4CCOCC4)nc4ccccc34)cc21,108,102,101,111,99,88,107,103
Cc1ccc(-c2nnc(COc3ccc(-c4nnc(N)s4)cc3)o2)cc1,109,7.6*,80,107,94,84,86,.
CN1CNC(=S)NC1,.,100,102,.,142,102,98,105
O=C1CC[C@@H](C(=O)N[C@H]2CSSC[C@@H](C(=O)NCCc3ccc(O)cc3)NC(=O)[C@H](Cc3ccccc3)NC(=O)[C@@H]3CCCN3C(=O)[C@@H]3CCCN3C2=O)N1,102,100,97,102,93,95,102,97
c1ccc2cc(OCNCOc3ccc4ccccc4c3)ccc2c1,101,97,107,76,67,70,83,104
COc1cc2nc(C(=O)NCCN(C)C)n(N)c(=O)c2cc1OC,95,101,87,101,73,104,95,105
O=C1Nc2ccc(F)cc2/C1=C/c1ccc(OCC(=O)c2ccccc2)cc1,86,99,85,112,66,77,85,83

Ordered by heavy-atom count (falling): some entries from above
Molecule,SF-539,SF-295,SF-268,HCC-2998,SNB-75,PC-3,SNB-19,U251
O=C1CC[C@@H](C(=O)N[C@H]2CSSC[C@@H](C(=O)NCCc3ccc(O)cc3)NC(=O)[C@H](Cc3ccccc3)NC(=O)[C@@H]3CCCN3C(=O)[C@@H]3CCCN3C2=O)N1,102,100,97,102,93,95,102,97
CC1(C)CC[C@]2(C(=O)NCC#CCN3CCOCC3)CC[C@]3(C)C(=CC[C@@H]4[C@@]5(C)Cc6c([nH]c7ccccc67)C(C)(C)[C@@H]5CC[C@]43C)[C@@H]2C1,107,80,88,105,98,59,93,88
NS(=O)(=O)c1ccc(Nc2nc(N/N=C/c3ccc(N4CCOCC4)cc3)nc(Nc3ccccc3)n2)cc1,65,91,97,99,91,86,87,75
O=S(=O)(NCCNc1cc(-c2cn(-c3ccccc3)nc2-c2cccc(O)c2)ccn1)c1ccc(Br)cc1,46,7.3*,36,-62*,44,16,41,22
C=CCn1c(SCC(=O)Nc2ccc(C(=O)/C=C/c3ccc(OC)cc3)cc2)nnc1-c1ccccc1,98,90,81,102,71,67,84,98
O=C(/C=C/c1cn(-c2ccccc2)nc1-c1ccccc1)NNC(=O)Nc1ccc(Cl)cc1,102,98,107,110,96,94,94,97
Oc1cccc(-c2nc(-c3nnc(Nc4ccccc4)o3)cc3c2[nH]c2ccccc23)c1,82,84,69,69,90,60,90,75
C=CCn1c(C)nc2ccc(Nc3nc(N4CCOCC4)nc4ccccc34)cc21,108,102,101,111,99,88,107,103
Cc1ccc(/C=C2\Oc3cc(OCC(=O)c4ccc(Cl)cc4)ccc3C2=O)cc1,103,114,119,93,103,428,.,98
N/C(=C\C(=O)n1nc(-c2ccccc2)cc1N)c1ccccc1,59,44,64,44,30,23,67,37
CC1Nc2cccc3cccc(c23)NC1=O (stereo not drawn),95,116,112,110,85,.,102,91
O=[N+]([O-])c1cc(C(F)(F)F)ccc1Cl,100,111,117,85,.,96,106,102
C/C=C/CNc1ccccc1,102,109,113,99,100,96,114,100

The results go on.
Molecule,SF-539,SF-295,SF-268,HCC-2998,SNB-75,PC-3,SNB-19,U251
C=CCn1c(SCC(=O)Nc2ccc(Cl)cc2)nnc1-c1cc(-c2ccccc2)nc2ccccc12,103,98,91,114,96,77,92,92
O=C1CC2(C(=O)O1)c1ccccc1-c1ccccc12,103,102,111,87,107,94,104,112
C=C(C)[C@@H]1CC[C@]2(C(N)=O)CC[C@]3(C)[C@H](CC[C@@H]4[C@@](C)(CCC#N)[C@H](C(=C)C)CC[C@]43C)[C@@H]12,79,50,71,92,89,47,82,66
CC(C)CCC[C@@H](C)C1CCC2C3CCC4=C/C(=N/OCCN5CCOCC5)CC[C@]4(C)C3CC[C@@]21C (stereo partly drawn),109,108,91,97,105,90,104,106
O=C=NS(=O)(=O)O[C@@H]1C(=O)N(c2cc3c4ccccc4ccc3c3ccccc23)[C@H]1c1ccc(F)cn1,96,80,94,108,97,75,97,92
O=[N+]([O-])c1[nH]cnc1/C=C\c1ccccc1,101,105,101,86,88,.,103,99
O=C(O)c1cn(C2CC2)c2cc(N3CCN(C(=O)CSc4nc(NS(=O)(=O)c5ccccc5)cc(=O)[nH]4)CC3)c(F)cc2c1=O,98,104,94,92,99,85,99,98
Nc1cc(-c2ccccc2)nn1-c1nc(-c2ccc(F)cc2)cs1,106,107,95,109,101,84,103,99

Further entries follow:
mol | SF-539 | SF-295 | SF-268 | HCC-2998 | SNB-75 | PC-3 | SNB-19 | U251
Cc1ccc(S(=O)(=O)OC2C(OCc3ccccc3)OCC(O)C2O)cc1 (stereo not drawn) | 99 | 104 | 103 | 111 | 92 | 96 | 98 | 98
O=c1[nH]nc(-c2ccc[nH]2)[nH]1 | 103 | 106 | 108 | 104 | 88 | 100 | 114 | 108
COC(=O)c1cc(Cl)cc(C(=O)OC)c1 | 98 | 92 | 98 | 102 | 89 | 101 | 112 | 96
O=CNC1CCCCC1 | 94 | 95 | 108 | 104 | 71 | 96 | 102 | 96
O=c1c2sc3ncccc3c2n2nnc(-c3ccccc3)c2n1CCCCl | 101 | 95 | 108 | 109 | 100 | 80 | 100 | 102
Cc1[nH]c(/C=C/C(=O)c2ccc(C(F)(F)F)c(F)c2)c(C)c1C(=O)N1CCOCC1 | 78&85 | 91&92 | 89&91 | 109&114 | 68&84 | 88&95 | 81&91 | 80&77
CN1C(=O)C(C2=NN(C=O)C(c3ccc(Cl)cc3)C2)C(=O)N(C)C1=O (stereo not drawn) | 94 | 57 | 79 | 67 | 102 | 61 | 72 | 66
C=C(C)C(=O)Nc1ccccc1 | 100 | 96 | 99 | 105 | 99 | 94 | 104 | 89
CC(=O)C1C(C)CC2C3CCC4=CC(=O)CCC4(C)C3(Br)C(=O)CC21C (stereo not drawn) | 102 | 101 | 97 | 95 | 91 | 93 | 103 | 109
Nc1ccc(-c2ccc(F)cc2)cc1NC(=O)N1CCC2(CCOC2)CC1 | 76 | 79 | 84 | 81 | 90 | 83 | 96 | 76
Cc1cccc2c1C(=O)NC2=O | 103 | 112 | 106 | 98 | 99 | 76 | 105 | 91
COc1cc(-c2noc([C@H](C)NS(=O)(=O)c3ccc(C)cc3)n2)cc(OC)c1OC | 96 | 99 | 101 | 110 | 100 | 102 | 92 | 99
ClC1C(Cl)C2(Cl)C(c3ccccc3)=CC1(Cl)C2(Cl)Cl (stereo not drawn) | 113 | 128 | 137 | . | 109 | 110 | 96 | 111
O=C(O)C(=O)c1ccc[nH]1 | 112 | 106 | 107 | 110 | 103 | 98 | 105 | 92
COc1cc(OC)cc(-n2cc(-c3ccc(Cl)c(Cl)c3)[nH]c2=S)c1 | 95 | 100 | 104 | 103 | 102 | 99 | 86 | 101
N#CC1=C(N)OC(C2CC2)=C(C#N)C1c1cccs1 (stereo not drawn) | 103 | 104 | . | 129 | 88 | 103 | . | 100
CCOc1ccc2nc(NC(=O)c3cccnc3Nc3ccc(F)cc3)sc2c1 | 91 | 101 | 99 | 105 | 113 | . | 106 | 99
O=C(NC1C(O)OC(CO)C(O)C1O)NS(=O)(=O)c1ccc(CCNC(=O)c2ccc(Cl)cc2Cl)cc1 (stereo not drawn) | 101 | 101 | 96 | 107 | 88 | 103 | 110 | 100
CCOC(=O)C(CCC#N)(CCC#N)C(C)=O | 106 | 104 | 101 | 90 | 99 | 99 | 108 | 103
c1ccc([I+]c2ccccc2)cc1 (tested in a mixture with another compound) | 74 | 65 | 64 | 57 | 87 | 68 | 86 | 65
Cc1ccc2sc(-c3ccc(NC(=O)CNc4nnc(-c5cccnc5SCc5ccccc5)s4)cc3)nc2c1 | 106 | 96 | 74 | 95 | 103 | 62 | 100 | 82
CN1CCN(Cc2ccc(NC(=O)c3cncc(C#Cc4cnccc4C#N)c3)cc2C(F)(F)F)CC1 | 42 | 96 | 90 | 51 | 122 | 92 | 102 | 77
Nc1ccc(S(=O)(=O)Nc2ccc(C(=O)O)cc2)cc1 | 106 | 94 | 94 | 95 | 92 | 97 | 103 | 107
